Pf growth 48h: P. falciparum growth inhibition at 48 hours (one generation); P. falciparum luciferase growth in erythrocytes, 48 h; Potency, µM (titrated, usually from 28.7 µM), without a hit: at the top dose activity change, negative = inhibition, actives largely listed as inhibitors; hit rate 5.9% among 310,000; AID 504832; further: potency means the concentration at half of the fitted maximal effect; on the % scale 0 is the no-effect control and ±100 the full control effect
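Firefly luciferase activity from engineered P. falciparum reports growth; inhibitors lower the luminescent signal. Cultures contained 2% hematocrit erythrocytes at 0.1% final parasitemia.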
Pf growth 96h: inhibits malaria parasite growth, 96 h; P. falciparum luciferase reporter growth, 96 h; hit rate 6.9% among 320,000; AID 504834; Potency, µM (highest dose often 28.7 µM), without a hit: top-dose activity change, negative = inhibition, most hits filed as inhibitors; further: potency means the concentration at half of the fitted maximal effect; on the % scale 0 is the no-effect control and ±100 the full control effect
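Cell-based qHTS: luciferase-tagged P. falciparum in erythrocytes (2% hematocrit, 0.05% parasitemia final) incubated with compounds for 96 hours, 37 C, 5% CO2; luciferase detection reagent then added and luminescence measured.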
Tb PYK inh: inhibitors of Trypanosoma brucei pyruvate kinase; Potency, µM (doses to about 76.8 µM), inactives show at the highest dose activity, negative = inhibition, hits mostly inhibitors; hit rate 0.12% among 410,000; AID 624173; TbPYK enzyme, Kinase-Glo Plus ATP luminescence, 45 min; Q57TT1; further: potency means the concentration at half of the fitted maximal effect; on the % scale 0 is the no-effect control and ±100 the full control effect; nearly all actives have a fitted effect of over 50% in size
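Luminescence from Kinase-Glo Plus, added after a 45-minute room-temperature reaction, served as the end-point read-out. The enzyme and substrate were preincubated with compound before ADP (130 uM final) initiated turnover. Concentration-effect curves came from normalized qHTS data.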
LmPK inhibitor: inhibitors of Leishmania mexicana pyruvate kinase; Potency, µM (highest dose often 57.5 µM), for the others: at the top dose activity change, negative = inhibition, actives largely listed as inhibitors; AID 1721; Q27686; hit rate 0.37% among 290,000; purified LmPK, Kinase-Glo ATP luminescence, 1 h; further: potency means the concentration at half of the fitted maximal effect; on the % scale 0 is the no-effect control and ±100 the full control effect
Target sequence (Q27686 whole entry, looked up): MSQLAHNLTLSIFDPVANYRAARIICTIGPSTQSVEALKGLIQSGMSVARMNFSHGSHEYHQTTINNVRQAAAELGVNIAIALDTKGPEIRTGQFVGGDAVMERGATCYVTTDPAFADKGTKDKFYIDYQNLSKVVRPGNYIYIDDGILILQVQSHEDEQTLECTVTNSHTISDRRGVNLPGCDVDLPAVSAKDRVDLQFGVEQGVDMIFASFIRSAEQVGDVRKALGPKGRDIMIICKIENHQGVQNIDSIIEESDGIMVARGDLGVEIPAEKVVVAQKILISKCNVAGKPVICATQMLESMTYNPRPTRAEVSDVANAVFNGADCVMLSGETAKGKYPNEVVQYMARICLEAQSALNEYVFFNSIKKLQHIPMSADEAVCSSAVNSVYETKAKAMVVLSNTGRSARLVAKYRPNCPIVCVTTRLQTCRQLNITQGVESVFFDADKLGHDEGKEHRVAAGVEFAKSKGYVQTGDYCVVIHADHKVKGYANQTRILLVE
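Purified LmPK (0.1 nM) converted ADP (0.1 mM) to ATP with PEP (0.5 mM) in imidazole buffer pH 7.2 with KCl and MgCl2, 1 h at room temperature. ATP was read by Kinase-Glo luminescence; data normalized to uninhibited and no-enzyme controls.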
AmpC inh no detg: blocks E. coli AmpC beta-lactamase in detergent-free assay; AmpC nitrocefin hydrolysis, absorbance 480 nm, 0.0001% Triton; AID 485341; Potency, µM (highest dose often 57.1 µM), for the others: at the highest dose activity change, negative = inhibition, most hits filed as inhibitors; hit rate 0.52% among 330,000;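 further: potency means the concentration at half of the fitted maximal effect; plate controls were no compound for no effect and no enzyme for full effect; nearly all actives have a fitted effect of over 20% in size; some results filed as inactive show a strong effect at the top dose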
Target sequence (P00811 whole entry, looked up): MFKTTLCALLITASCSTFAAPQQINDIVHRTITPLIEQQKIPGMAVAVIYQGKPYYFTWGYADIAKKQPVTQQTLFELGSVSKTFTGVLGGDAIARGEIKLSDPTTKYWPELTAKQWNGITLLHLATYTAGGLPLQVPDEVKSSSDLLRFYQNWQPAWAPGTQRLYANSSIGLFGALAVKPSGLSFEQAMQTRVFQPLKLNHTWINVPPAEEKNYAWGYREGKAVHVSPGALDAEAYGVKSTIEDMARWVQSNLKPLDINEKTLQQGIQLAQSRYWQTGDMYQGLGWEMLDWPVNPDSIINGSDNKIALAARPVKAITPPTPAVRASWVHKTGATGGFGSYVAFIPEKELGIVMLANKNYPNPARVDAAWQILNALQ
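AmpC (5.3 nM in the dispensed reagent) in 20 mM phosphate pH 7.0 with 0.01% (detergent screen) or 0.0001% Triton X-100 was preincubated with compounds for 15 min at room temperature. Nitrocefin was then added from an 800 uM solution, and hydrolysis was followed at 480 nm.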
Shiga inhibitor: blocks Shiga toxin action in Vero cells | AID 2315 | hit rate 9.2% among 290,000 | inhibition, % at 38.7 µM | Vero cells, Shiga toxin protein synthesis inhibition reporter; in the data active means inhibition mostly above about 28%, no sharp cut-off; inactive means mostly below about 43%; further: 0% is about no effect
Cycloheximide cs: counter-screen for Shiga toxin inhibitors: cycloheximide protein synthesis inhibition. cell reporter, cycloheximide protein synthesis inhibition counterscreen. max response, %. hit rate 12% among 300,000; in the data active means max response mostly above about 13%, no sharp cut-off; inactive means mostly below about 14%; further: read at 38.3 µM for the half of the compounds with a filed dose; 0% is about no effect
* = called active by the depositor; u = inconclusive; x = not tested or not shown; & = joins results of further samples; [ ] = another dose, or the depositor's remark. Unless noted, the call rests on the fitted dose curve; in most records, active means well fitted curve in the direction sought with a large enough effect; inconclusive means small, poorly fitted or top-dose-only effect, or another doubt; inactive means no such curve, though single readings can be large; an effect the other way counts as inactive or inconclusive.

Values run as follows: Pf growth 48h | Pf growth 96h | Tb PYK inh | LmPK inhibitor | AmpC inh no detg | Shiga inhibitor | Cycloheximide cs
> Cc1ccc(N(CC(=O)NC2CCCCC2)S(=O)(=O)c2c(C)nn(C)c2C)cc1
  3% | u | 4% | -4% | 106%[activator] | -3 | 0
> CC(C)Cc1nnc(NC(=O)CSc2ccccn2)s1
  x | u | -7% | 5% | -21% | 19 | 23*
> Nc1nc(-c2ccc(Cl)cc2)nn1C(=O)c1cccnc1
  11% | 18% | 5% | 1% | -20% | 31* | 25*
> C=CCn1c(SCC(=O)NCCOC)nnc1-c1cc2c(s1)CCC(CC)C2 (centres undefined)
  -16% | -22% | -5% | -2% | 271%[activator] | -70 | 15*
> COc1ccc(C(=O)OCC(=O)c2ccc(C3CCCCC3)cc2)cc1
  5% | 29% | -2% | 3% | -25% | 7 | 13*
> Cc1noc(C)c1COc1cccc(C(=O)Nc2ccccc2N2CCOCC2)c1
  u | 13µM* | -2% | 0% | 51% | 12 | -2
> Cc1ccc2c(c1)NC(=O)C(CC(=O)O)O2 (centres undefined)
  x | u | 5% | 5% | -10% | -6 | -5
> COc1cc2c(cc1NC(=O)CSc1nc3ccc(C)cc3[nH]1)oc1ccccc12
  0% | -10% | x | 0% | u | -14 | -5
> O=C(c1cccc(F)c1)N1CCCC(C(=O)N2CCN(c3ccccc3)CC2)C1 (centres undefined)
  38%[activator] | 24% | 0% | 4% | 31% | -13 | -2
> Cc1onc(-c2ccccc2)c1-c1csc(COc2ccccc2)n1
  u | u | 2% | 4% | -27% | -4 | -2
> Cc1ccc2nc(SCC(=O)Nc3cccc(Cl)c3)nc(=O)n2c1
  39%[activator] | 27% | 1% | x | -31% | x | x
> CCCCCCc1cc2cc(C(=O)Nc3ccccc3)c(=O)oc2cc1O
  u | u | 0% | 0% | -31% | -5 | 4
> O=C(c1cc(-c2ccncc2)nc2ccccc12)N1CCN(c2ccc(N3CCOCC3)nn2)CC1
  12µM* | u | 8% | 3% | 106%[activator] | 26 | 2
> COc1cccc(NC(=O)CN(c2cccc(C(F)(F)F)c2)S(C)(=O)=O)c1
  u | 18% | 0% | 4% | 4% | -26 | 3
> CN(c1ccc(OCC(=O)Nc2nc3ccccc3s2)cc1)S(=O)(=O)c1ccccc1
  u | 5.2µM* | 2% | 1% | -36% | -8 | -3
> CCCCCCC(O)C/C=C/CCCCCCCC(=O)O (centres undefined)
  2% | -7% | -2% | x | x | x | x
> CC(C)CN(CC(C)C)c1ccc(/C=N/n2cnnc2)cc1[N+](=O)[O-]
  u | 19% | 0% | -1% | 89%[activator] | -19 | -3
> O=C1C2C3CCCC3=C3CCCC3C2C(=O)N1c1ccccc1 (centres undefined)
  x | -16% | -14% | 5% | 0% | -12 | 1
> O=S(=O)(Nc1cccc2c1CCCC2)c1cccc(C(F)(F)F)c1
  4% | 70%[activator] | 1% | -3% | -33% | -11 | -1
> COc1ccc(/C=C/C(=O)Oc2ccc(/C=N/NC(=O)c3ccncc3)cc2)cc1
  u | -11% | -1% | 4% | -10% | -13 | 5

3 records drawn at random from those above:
Values run as follows: Pf growth 48h | Pf growth 96h | Tb PYK inh | LmPK inhibitor | AmpC inh no detg | Shiga inhibitor | Cycloheximide cs
> Cc1ccc(N(CC(=O)NC2CCCCC2)S(=O)(=O)c2c(C)nn(C)c2C)cc1
  3% | u | 4% | -4% | 106%[activator] | -3 | 0
> CC(C)Cc1nnc(NC(=O)CSc2ccccn2)s1
  x | u | -7% | 5% | -21% | 19 | 23*
> COc1ccc(/C=C/C(=O)Oc2ccc(/C=N/NC(=O)c3ccncc3)cc2)cc1
  u | -11% | -1% | 4% | -10% | -13 | 5

Carrying on:
Values run as follows: Pf growth 48h | Pf growth 96h | Tb PYK inh | LmPK inhibitor | AmpC inh no detg | Shiga inhibitor | Cycloheximide cs
> COc1ccc(CN2CCNC(=O)C2CC(=O)N(C)Cc2nonc2C)c(F)c1 (centres undefined)
  8% | u | -5% | -9% | 0% | -34 | -4
> CN(C)c1ccc(C(C(=O)NC2CCCC2)N(C(=O)c2csnn2)C2CC2)cc1 (centres undefined)
  11% | -17% | 1% | -3% | -4% | -7 | -7
> CC(=O)N=C1SC2CS(=O)(=O)CC2N1c1ccc(-c2nc3ccc(C)cc3s2)cc1 (centres undefined)
  89%[activator] | 165%[activator] | x | -1% | -27% | 54* | 18*
> O=C(CCNC(=O)c1ccc([N+](=O)[O-])cc1)Nc1ccc(F)cc1
  -2% | -12% | -1% | 5% | -2% | -8 | -4
> Cn1ccc(=NC=C(C#N)C#N)c2ccccc21
  u | 27% | 2% | 1% | -9% | -3 | 1
> CC(C)CC(NC(=O)C(NC(=O)OC(C)(C)C)C(C)C)C(N)=O (centres undefined)
  0% | 9% | 2% | -4% | -9% | -7 | -4
> Cc1ccc(NC(=O)Cn2c(=O)cnc3ccccc32)cc1S(=O)(=O)N1CCCCC1
  u | u | 8% | x | -8% | x | x
> CCCn1nnc(NC(=S)NC(=O)c2cccs2)n1
  40%[activator] | -79% | 3% | u | -6% | 3 | 8
> N#Cc1cc(-c2ccccc2)oc1NC(=O)c1ccco1
  14% | x | 3% | 0% | -30% | 21 | 25
> CCCCCCCCCCCC(=O)NC1CCS(=O)(=O)C1 (centres undefined)
  -1% | 221%[activator] | -2% | -1% | 28% | -6 | -1
> O=C(Nc1ccc(OCc2ccccc2)cc1)c1cccc([N+](=O)[O-])c1
  12% | 47%[activator] | -5% | -5% | -23% | 28 | 14
> Cc1c(N(C)C(=O)c2ccc3c(c2)OCO3)c(=O)n(-c2ccccc2)n1C
  -4% | -5% | 1% | 2% | -11% | -2 | -5
> O=C(CCN1C(=O)C2C3C=CC(C3)C2C1=O)Nc1ccc2c(c1)OCO2 (centres undefined)
  83%[activator] | u | 5% | -4% | -13% | 10 | 5
> Nc1cccc(-c2cn3cccnc3n2)c1
  17% | u | 4% | -7% | 1% | 39 | 25
> CCCOc1ccc(-c2nnn(CC(=O)c3c[nH]c4ccccc34)n2)cc1
  x | 12% | -4% | 3% | -49% | -15 | -2
> O=c1cc(-c2cccc(F)c2)[nH]c2ccccc12
  u | u | -10% | 12% | -30% | -22 | 5&-4
> COc1ccc2oc(C)c(C(=O)c3ccc([N+](=O)[O-])cc3)c2c1
  21% | 3% | -2% | 3% | -17% | 5 | -3
> Cn1c(=O)c2c(-c3ccccc3)n(-c3ccccc3O)cc2n(C)c1=O
  u | u | 1% | 1% | -24% | -31 | -5
> CCn1cnc2sc(C(=O)N(Cc3ccc(N(C)C)cc3)Cc3ccco3)c(C)c2c1=O
  u | 24% | -16% | 2% | 168%[activator] | 14 | -1
> Cc1cc(C)nc(/N=C(/NC(=O)Nc2ccc(Cl)c(Cl)c2)Nc2ccccc2)n1
  9% | x | x | 0% | -28% | -5 | -3

Reprinted from above (four entries):
Values run as follows: Pf growth 48h | Pf growth 96h | Tb PYK inh | LmPK inhibitor | AmpC inh no detg | Shiga inhibitor | Cycloheximide cs
> Cc1ccc(N(CC(=O)NC2CCCCC2)S(=O)(=O)c2c(C)nn(C)c2C)cc1
  3% | u | 4% | -4% | 106%[activator] | -3 | 0
> CC(C)Cc1nnc(NC(=O)CSc2ccccn2)s1
  x | u | -7% | 5% | -21% | 19 | 23*
> Nc1nc(-c2ccc(Cl)cc2)nn1C(=O)c1cccnc1
  11% | 18% | 5% | 1% | -20% | 31* | 25*
> C=CCn1c(SCC(=O)NCCOC)nnc1-c1cc2c(s1)CCC(CC)C2 (centres undefined)
  -16% | -22% | -5% | -2% | 271%[activator] | -70 | 15*

Following part.
Values run as follows: Pf growth 48h | Pf growth 96h | Tb PYK inh | LmPK inhibitor | AmpC inh no detg | Shiga inhibitor | Cycloheximide cs
> O=C(CN1CCOCC1)Nc1ccc2c(c1)OC(F)(F)O2
  1% | 21% | -2% | 2% | -11%[11.4 µM] | -4 | -3
> O=C(c1ccco1)N1CCN(C(c2ccccc2Cl)c2nnnn2Cc2ccco2)CC1 (centres undefined)
  u | x | -19% | 4% | 33% | 39 | 1
> COc1ccc(C(C)=O)cc1COC(=O)C(CO)NS(=O)(=O)c1ccc(Br)cc1 (centres undefined)
  -2% | -5% | 4% | 0% | -10% | -16 | 1
> CC(=O)N1CCC2(CC1)CC(=O)c1cc(OCC(=O)NCc3ccc(C)cc3)ccc1O2
  u | u | 1% | -2% | 102%[activator] | 0 | 4
> Cc1cc(NCCN2CCCCC2)n2c(nc3ccccc32)c1C#N
  u | x | x | -2% | 5% | -8 | -2
> Cn1c(CCC(=O)Nc2ccc(N3CCOCC3)cc2)nc(=O)c2ccccc21
  53%[activator] | 4% | -1% | 10% | 0% | 19 | 15
> O=C(COC(=O)CNC(=O)c1cccs1)Nc1ccccc1C(F)(F)F
  58%[activator] | 6% | -13% | 15% | -20% | -8 | 7
> COc1cc(NC2c3ccccc3C(=O)N2c2ccc(C)cn2)cc(OC)c1OC (centres undefined)
  u | 13% | u | -19% | 31% | 118* | 48*
> O=C(C1=C(O)C(=O)N(CCN2CCOCC2)C1c1cccc(Br)c1)c1cc2ccccc2o1 (centres undefined)
  -20% | -26% | -2% | 10% | 33% | -1 | -3
> CCOc1ccc2cc(/C=C/C(=O)c3ccco3)c(Cl)nc2c1
  9% | x | 1% | -6% | -17% | 27 | 7
> O=C(COc1ccc2ccccc2c1)NC1CC1
  x | 121%[activator] | 4% | -1% | -8% | 70* | 43*
> CCOc1ccc(S(=O)(=O)N2CCN(Cc3ccccc3)CC2)c2cccnc12
  u | -18% | -5% | 8% | 133%[activator] | -13 | -6
> Cc1cc(C)n(CC2CC(=O)N(c3ccc(F)c(Cl)c3)C2=O)n1 (centres undefined)
  u | 35% | -6% | -6% | 35% | -7 | -1
> CNCc1sccc1C
  12% | u | -1% | -1% | -12% | -4 | -3
> CCOC(=O)N1CCN(CC(=O)N2c3ccccc3CCc3ccccc32)CC1
  5%[5.75 µM] | u | -14% | 3% | 97%[activator] | 14 | -2
> COc1ccc(C(=O)CCN2CCCCCC2)cc1
  2% | u | 0% | 2% | -12% | 14 | 11
> COc1ccc(C(=O)N/N=C\c2ccoc2)cc1
  6% | 4.7µM* | -3% | -8% | -15% | 28 | 24
